UTI89 phage lysis – inhibition of K1F phage lysis, E. coli UTI89, bacterial capsule biogenesis inhibitors, alamar blue (AID 488966); E. coli UTI89 K1F phage lysis, alamar blue, 2 h; higher % means a stronger effect; inhibition, % at 100 µM, or IC50 in µM where a hit was titrated; hit rate 0.02% among 340,000;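 active = phage lysis inhibition, versus mean bacterial control, above a set limit; inconclusive = no clear call, values can overlap the other calls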;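 note: capsule biogenesis inhibitors block K1F phage lysis so surviving cells raise fluorescence; higher fluorescence means more inhibition of phage lysis; actives were called in the ten point dose series up to 300 µM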
Yfh1-off respiration – enhancers of respiration in Yfh1-depleted yeast, dose response, Friedreich's ataxia, plus single-dose screen (AID 1465) | S. cerevisiae Yfh1-off respiration, WST-1 reduction, 72 h; higher fold induction means a stronger effect | one-dose fold induction at 50 µM; EC50 in µM for titrated hits | hit rate 0.074% among 220,000;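 active = fold induction of absorbance versus untreated yeast above a set limit, then at least 30% activation at any dose in follow-up; inconclusive = repeats straddling the limit, or above it without dose testing; inactive = fold induction below the set limit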;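 note: activators that raise dye reduction in frataxin-depleted yeast; strong numbers were not always called active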
ER stress rescue – rescue of cells from ER stress-induced death, primary screen, 384-well, CSM14.1, thapsigargin, ATP luminescence (AID 1222) | CSM14.1 thapsigargin-induced death rescue, ATP luminescence; higher % means a stronger effect | one-dose cellular ATP content (survival), % at 20 µM; EC50 in µM for titrated hits | 190,000 tested, under 10 active;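 active = EC50 below 50 µM in the dose-response confirmation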;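 note: death triggered by thapsigargin at about 15 µM added after 2 h compound pretreatment; cell ATP read after overnight thapsigargin exposure of roughly 18 to 22 hours; normalized against plate controls of thapsigargin alone and 5% DMSO vehicle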
West Nile antiviral – West Nile virus antiviral activity, cell-based, CPE readout (AID 1621). one-dose CPE inhibition, % at 10 µM; IC50 in µM for titrated hits. West Nile virus-infected cells, CPE inhibition; higher % means a stronger effect. hit rate 0.02% among 290,000; in the data active = a potency from the dose series; inconclusive = CPE inhibition mostly from about 3.7% at the one dose, without a potency; inactive = the rest, 99 in 100 with CPE inhibition below about 2.2%; note: strong numbers were not always called active
XIAP displacement – XIAP antagonists, biochemical, IAP family, fluorescence polarization (AID 1018); E3 ubiquitin-protein ligase XIAP (Homo sapiens); displacement, % at 20 µM; hits with a dose series show IC50 in µM; XIAP BIR domain, fluorescence polarization peptide displacement; higher % means a stronger effect; hit rate 0.007% among 200,000; in the data active = displacement above about 50%; note: a part of the inactive calls stands beside numbers as strong as those of hits
SV40 large T antigen – SV40 large T antigen inhibitors, biochemical (AID 1903). SV40 large T antigen ATPase/helicase inhibition assay; higher % means a stronger effect. hit rate 0.39% among 310,000. one-dose inhibition, % at 20 µM; IC50 in µM for titrated hits; in the data active = a potency from the dose series; inconclusive = inhibition mostly from about 32% at the one dose, without a potency; inactive = the rest, 99 in 100 with inhibition below about 32%; note: strong numbers were not always called active
Dengue-2 NS5 capping – Dengue-2 NS5 methyltransferase inhibitors, primary screen, biochemical, confirmation dose response (AID 588689). hit rate 0.3% among 340,000. Dengue-2 NS5 methyltransferase capping enzyme assay, biochemical; higher % means a stronger effect. Genome polyprotein (Dengue virus type 2 (strain 16681-PDK53)). one-dose inhibition, % at 25 µM; IC50 in µM for titrated hits; in the data active = a potency from the dose series; inconclusive = inhibition above about 29% without an active follow-up result
RSV antiviral HEp-2 – RSV antiviral activity via CPE protection, HEp-2 cells, primary 10 µM value included (AID 2391); CPE inhibition, % at 10 µM; hits with a dose series show IC50 in µM; HEp-2 cells, RSV-induced CPE inhibition; higher % means a stronger effect; hit rate 0.13% among 310,000; in the data active = a potency from the dose series; inconclusive = CPE inhibition mostly from about 23% at the one dose, without a potency; inactive = the rest, 99 in 100 with CPE inhibition below about 21%; note: strong numbers were not always called active
WT yeast gro inh – growth inhibition of WT strain, primary screen, mitochondrial fusion inhibitor project, WT and mutant strains, chemical genetic. hit rate 2.1% among 190,000. mitochondrial fusion phenotypic screen. inhibition, % at 10 µM. AID 1362, 2008; in the data active = inhibition above about 58%; tested in S. cerevisiae
WT yeast gro inh mutant strain – further read-out of WT yeast gro inh, marked with its call; inhibition, %; mitochondrial fusion phenotypic screen, mutant strain inhibition
Dengue-2 NS5 capping pilot replicate – also measured in Dengue-2 NS5 capping; calls as there; inhibition, %; measured here: pilot screen replicate inhibition
* = called active by the depositor; i = inactive; ? = inconclusive; · = no result given; [ ] = dose if it differs, or a comment.

SMILES	UTI89 phage lysis	Yfh1-off respiration	ER stress rescue	West Nile antiviral	XIAP displacement	SV40 large T antigen	Dengue-2 NS5 capping	RSV antiviral HEp-2	WT yeast gro inh	WT yeast gro inh mutant strain	others
COc1ccc(S(=O)(=O)N2CCCC2)cc1C(=O)O	0.0%	·	·	0.6%	·	-9%	-7%	-0.8%	·	·	Dengue-2 NS5 capping pilot replicate=-0.9
O=C1CCCc2c1nc(-c1ccc(F)cc1)n2O	-0.5%	i	·	0.3%	·	-3%	-8%	1.8%	·	·
CCOC(=O)c1c(NC(=O)CSc2nc3nc(C)cc(C)n3n2)sc(CC)c1C	0.5%	i	1.0%	-1.9%	-6.5%	14%	·	0.9%	-8	18
Cc1cccc(C)c1N1CCN(c2ccc3nnc(C(F)(F)F)n3n2)CC1	0.2%	i	-1.2%	-0.1%	-2.7%	13%	-9%	10%	78*	54*
CCOC(=O)c1c(C)n(C)c2ccc(O)c(CN(CC)CC)c12	1.1%	i	-0.4%	-0.6%	-13%	2%	-3%	0.4%	-16	-98
COC(=O)c1c(NC(=O)COC(=O)[C@@H](NS(=O)(=O)c2ccccc2)C(C)C)sc2c1CCC2	3.1%	i	-2.6%	-0.8%	-4.3%	2%	-10%	?	27	-13
CCOc1ccccc1/C=N/n1c(COc2ccccc2)n[nH]c1=S	0.5%[50 µM]	·	·	-0.1%	·	15%	-16%	1.5%	·	·
COc1cc2ccccc2cc1C(=O)Nc1ccc(NC(=O)c2cccs2)cc1	0.3%	·	·	0.6%	·	8%	-2%	5.3%	·	·
CC(NC(=O)C12CC3CC(CC(O)(C3)C1)C2)c1ccccc1 (stereo not drawn)	-0.5%	·	·	0.1%	·	10%	-13%	0.4%	·	·
COc1ccc(C(=O)NCCS(=O)(=O)NCC2CCCO2)cc1 (stereo not drawn)	1.3%[50 µM]	·	·	·	·	2%	4%	-1.8%	·	·
COc1ccc(CCn2c(=S)[nH]c3cc(C(=O)N4CCOCC4)ccc3c2=O)cc1OC	0.4%	i	0.2%	-1.0%	-8.5%	12%	1%	2.3%	8	5
CC1(C(=O)O)CCC(C(=O)N2CCOCC2)C1(C)C (stereo not drawn)	0.2%	i	0.1%	0.1%	-1.1%	-6%	-2%	0.9%	14	-11
CCOC(=O)c1c(C)[nH]c(=S)c(C#N)c1-c1ccccc1	6.6%	i	0.4%	1.5%	0.2%	28%	-18%	2.7%	-10	-9
Cc1cc(Cl)c2oc(C(=O)N(C)Cc3cc(C)[nH]n3)c(C)c2c1	2.0%	·	·	0.2%	·	9%	1%	5.0%	·	·
CCOC(=O)Cc1csc(NS(=O)(=O)c2ccccc2)n1	3.1%[50 µM]	i	-0.9%	0.3%	-2.0%	11%	5%	2.3%	14	21

Three successive compounds already listed, quoted:
SMILES	UTI89 phage lysis	Yfh1-off respiration	ER stress rescue	West Nile antiviral	XIAP displacement	SV40 large T antigen	Dengue-2 NS5 capping	RSV antiviral HEp-2	WT yeast gro inh	WT yeast gro inh mutant strain	others
CCOC(=O)c1c(C)[nH]c(=S)c(C#N)c1-c1ccccc1	6.6%	i	0.4%	1.5%	0.2%	28%	-18%	2.7%	-10	-9
Cc1cc(Cl)c2oc(C(=O)N(C)Cc3cc(C)[nH]n3)c(C)c2c1	2.0%	·	·	0.2%	·	9%	1%	5.0%	·	·
CCOC(=O)Cc1csc(NS(=O)(=O)c2ccccc2)n1	3.1%[50 µM]	i	-0.9%	0.3%	-2.0%	11%	5%	2.3%	14	21

Other entries.
SMILES	UTI89 phage lysis	Yfh1-off respiration	ER stress rescue	West Nile antiviral	XIAP displacement	SV40 large T antigen	Dengue-2 NS5 capping	RSV antiviral HEp-2	WT yeast gro inh	WT yeast gro inh mutant strain	others
COc1ccc([N+](=O)[O-])cc1/C=N/NC(=O)CNC(=O)C(c1ccccc1)c1ccccc1	0.5%	i	-2.4%	-0.6%	-6.1%	-4%	3%	10%	19	-35
Nc1nc(SCC(=O)Nc2ccc(Oc3ccccc3)cc2)n[nH]1	-0.1%	i	-0.7%	-0.9%	-2.2%	15%	-3%	14%	-7	-20
COc1ccccc1C(CNC(=O)C1CC(=O)N(Cc2ccc(C)cc2)C1)N1CCCC1 (stereo not drawn)	1.1%[50 µM]	·	·	·	·	18%	-10%	0.1%	·	·
CC1CCCCN1CC(=O)NCc1ccc2c(c1)OCO2 (stereo not drawn)	0.3%	i	-2.2%	0.4%	-4.8%	-3%	5%	-0.2%	-15	-3
COc1cccc(N2CC(C(=O)Nc3nnc(SCC(=O)c4ccccc4)s3)CC2=O)c1 (stereo not drawn)	0.8%[50 µM]	i	2.7%	0.1%	-5.2%	9%	0%	3.0%	6	26
O=C(NCc1ccccc1)c1nc(-c2cccs2)no1	0.1%	i	-0.7%	-0.1%	-7.1%	-2%	-4%	6.7%	43	34
O=C1c2cccc3cccc(c23)C(=O)N1c1ccccc1Cl	0.2%	·	·	-0.2%	·	11%	1%	0.9%	·	·	Dengue-2 NS5 capping pilot replicate=-1.2
CC(C)Oc1ccc(C(=O)Nc2ccc(Cl)c(S(=O)(=O)Nc3ccc(Cl)cc3)c2)cc1	-0.3%	i	-1.1%	12%	-7.0%	12%	-3%	-1.8%	21	10
CS(=O)(=O)Cc1nc2ccccc2oc1=O	2.0%	i	7.9%	-0.2%	-2.7%	21%	-1%	0.1%	20	36
CC(C)Oc1ccc(NC(N)=O)cc1	0.5%	i	-1.0%	?	-5.0%	23%	-6%	0.3%	-1	-15
CCOc1ccc(NC(=O)CCNc2c(N3CCCC3)c(=O)c2=O)cc1	0.2%	i	-3.2%	0.1%	0.2%	3%	-4%	2.2%	15	26
CCn1c(=O)cc(SCC(=O)NCc2ccccn2)c2ccccc21	3.6%	i	-0.4%	0.3%	-3.4%	14%	-1%	-2.1%	-1	20
CCCCn1c2nc3ccccc3nc2c2c(=O)n(CCC)cnc21	0.2%	i	-1.7%	-0.4%	-3.2%	10%	-2%	0.1%	-9	2
CCc1ccc(NC(=O)Nc2c(C)n(C)n(-c3ccccc3)c2=O)cc1	0.4%	i	2.6%	-0.4%	-5.3%	-1%	-18%	-0.5%	-8	-4
Cc1nn(-c2ccccc2)c(Cl)c1/C=N/NC(=O)c1[nH]ncc1Br	-0.1%	·	·	1.1%	·	4%	-6%	4.0%	·	·
CCOc1ccccc1N1CCN(Cc2cccc(OC)c2O)CC1	7.4%	i	-1.4%	-1.2%	-1.4%	6%	-8%	-0.1%	10	26
Cc1ccc(C2OC3=C(C(=O)CC(C)(C)C3)C(N)=C2C#N)o1 (stereo not drawn)	0.3%	i	0.8%	0.3%	-1.4%	-1%	7%	-0.6%	1	-2
CCOC(=O)c1c(NC(=O)CSc2nnc3c(n2)[nH]c2ccc(F)cc23)sc(C(C)=O)c1C	0.3%	i	4.0%	-0.6%	-1.1%	8%	-9%	0.5%	4	5
Cc1cc(Oc2ccc(N)cn2)ccc1Cl	·	i	·	0.4%	·	10%	·	2.5%	·	·
COc1cc(S(=O)(=O)N2CCOCC2)c(OC)c(S(=O)(=O)N2CCOCC2)c1	2.1%	i	·	-0.1%	·	·	-5%	-1.0%	·	·
Cc1ccc2cccc(OC(=O)c3ccc4c(c3)OCCO4)c2n1	0.2%	i	2.9%	0.0%	-5.8%	10%	-4%	-0.3%	11	4
CCC(=O)NC(=S)NNC(=O)COc1ccc(Br)cc1	0.0%	i	0.8%	0.1%	13%	36%	-12%	-1.2%	24	-22
Cc1noc2ncnc(Oc3ccccc3Cl)c12	0.1%	i	0.5%	0.1%	-2.5%	3%	-9%	0.7%	-24	-8
CCOC(=O)c1cnc(SCC(=O)Nc2ccc(N3CCOCC3)c(Cl)c2)nc1N	8.0%	i	0.2%	-0.1%	-2.7%	6%	-2%	2.5%	14	-2
CCC(c1nnnn1Cc1cccs1)N1CCN(C2CCCC2)CC1 (stereo not drawn)	1.3%	i	6.1%	-0.3%	-5.1%	5%	-6%	-0.8%	-17	-11
Cc1ccc2cc(CCNS(=O)(=O)c3ccc(F)cc3)c(=O)[nH]c2c1	0.0%	i	-2.5%	-0.4%	-6.8%	-1%	-5%	1.4%	0	-2
O=C(Nc1ccccc1F)NC1CCCc2ccccc21 (stereo not drawn)	0.6%	i	·	0.1%	·	7%	-6%	·	·	·
COc1ccc(/C=C/C(=O)NCCNC(=O)c2ccccc2)cc1OC	0.3%	i	-0.4%	0.1%	-2.4%	-1%	-4%	-0.4%	5	15
CCOc1ccc(S(=O)(=O)NCc2ccc(C)cc2)c2cccnc12	7.9%	i	-2.9%	-1.2%	-6.6%	10%	-1%	1.4%	-11	-14
O=[N+]([O-])c1ccc(-c2nc(NCc3ccccc3)c3ccccc3n2)cc1	-0.1%	i	0.9%	-1.1%	-6.5%	-2%	-9%	0.2%	0	14

3 structures out of the list, arranged by length of the SMILES, low to high:
SMILES	UTI89 phage lysis	Yfh1-off respiration	ER stress rescue	West Nile antiviral	XIAP displacement	SV40 large T antigen	Dengue-2 NS5 capping	RSV antiviral HEp-2	WT yeast gro inh	WT yeast gro inh mutant strain	others
Cc1cc(Oc2ccc(N)cn2)ccc1Cl	·	i	·	0.4%	·	10%	·	2.5%	·	·
COc1ccc(/C=C/C(=O)NCCNC(=O)c2ccccc2)cc1OC	0.3%	i	-0.4%	0.1%	-2.4%	-1%	-4%	-0.4%	5	15
Cc1ccc(C2OC3=C(C(=O)CC(C)(C)C3)C(N)=C2C#N)o1 (stereo not drawn)	0.3%	i	0.8%	0.3%	-1.4%	-1%	7%	-0.6%	1	-2
